Source: PubChem BioAssay (several laboratories)
VIM-2 inhibitor: inhibitors of Pseudomonas aeruginosa VIM-2 metallo-beta-lactamase | purified VIM-2, nitrocefin hydrolysis, epi-absorbance fluorescence | inhibition, % at 5.6 µM | actives 0.89% (n = 290,000);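 active = inhibition above the mean of all tested compounds plus 3 SD, cutoff set per screening run, cut at about 7.5% in these data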;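 also: red hydrolysis product quenches plate fluorescence so inhibitors raise well fluorescence; 0% = enzyme with DMSO and 100% = DMSO without enzyme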
HCV NS3 hel inh: HCV NS3 helicase inhibition. NS3 helicase DNA unwinding, Cy5 molecular beacon fluorescence. inhibition, % at 10.9 µM. actives 0.56% (n = 290,000). AID 1800;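 active = inhibition above the mean of all tested compounds plus 3 SD, set per campaign, cut at about 35% in these data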;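 also: 0% = DMSO wells and 100% = thioflavine S control wells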
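System: Hepatitis C virus NS3 helicase domain fragment enzyme | Reagent: Annealed dual-labelled DNA beacon duplex, ATP-started | Compound dosing: 10.9 µM single point, 0.8% DMSO | Incubation: 1 h reaction at 25 °C, ATP-initiated | Technique: Cy5 fluorescence | Evaluation: Percent inhibition from t60/t0 fluorescence ratio | Benchmarks: Low DMSO, high thioflavine S at 110 µM | Replication: Singlicate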
CRFBP-R2 block: blocks CRF-induced signaling of the CRF-BP/CRF-R2 complex | HEK293 CRF-R2/CRF-BP, CRF-induced calcium fluorescence | inhibition, % at 11.8 µM | actives 0.59% (n = 350,000) | AID 588475;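 active = inhibition of the ligand-induced calcium signal above about 50% at the single tested concentration, limit read from the data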
IDE cell activ: activators of human insulin-degrading enzyme in cells; actives 0.073% (n = 340,000); HEK cells, FAbeta-B cleavage, fluorescence polarization; 0% vehicle, 100% cell-free pure enzyme wells; P14735; activation, % at 5.96 µM;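 active = activation above the mean of all tested compounds plus 3 SD, set per screening campaign, cut at about 17% in these data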
GalR3 antag: antagonists of human GalR3. O60755. HEK293 GalR3-CNG cAMP membrane potential fluorescence; galR3 body fused to GalR1 C-terminus. inhibition, % at 3 µM. actives 0.44% (n = 360,000);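 active = inhibition above the screen-wide average plus 3 SD, cut at about 13% in these data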;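 also: forskolin and galanin both at EC90 stimulate the cells; cAMP rise reported by CNG channel membrane potential dye signal; 0% = forskolin plus galanin with DMSO and 100% = forskolin alone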
Target sequence (O60755 1-299 limits assumed): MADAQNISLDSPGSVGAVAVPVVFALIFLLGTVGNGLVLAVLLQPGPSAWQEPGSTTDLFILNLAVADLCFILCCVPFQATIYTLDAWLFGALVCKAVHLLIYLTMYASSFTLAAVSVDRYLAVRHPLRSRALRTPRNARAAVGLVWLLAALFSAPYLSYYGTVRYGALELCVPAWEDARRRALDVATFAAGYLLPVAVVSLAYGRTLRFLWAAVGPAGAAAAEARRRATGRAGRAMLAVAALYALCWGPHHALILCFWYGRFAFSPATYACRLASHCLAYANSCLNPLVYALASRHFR
IMP-1 inhibitor: inhibitors of Pseudomonas aeruginosa IMP-1 metallo-beta-lactamase; purified IMP-1, nitrocefin hydrolysis, epi-absorbance fluorescence; inhibition, % at 5.6 µM; actives 0.45% (n = 290,000);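 active = inhibition above the mean plus 3 SD of all compounds in the same screening run, cut at about 4.5% in these data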;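 also: 0% = IMP-1 with DMSO and 100% = DMSO wells lacking enzyme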
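System: purified IMP-1; amount: IMP-1 0.2 nM before substrate addition; compound: single dose, 5.6 µM; times: 25 °C, 15 min preincubation, 25 min reaction; signal: Epi-absorbance via hydrolysed-nitrocefin quenching of white-plate fluorescence, 480/530 nm, EDTA stop; benchmarks: DMSO with and without IMP-1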
SUMO HTRF inh: inhibitors of human SUMOylation (UBC9) | P63279 | HTRF SUMOylation assay, SAE1/SAE2 + UBC9, in vitro | actives 0.36% (n = 290,000) | inhibition, % at 35 µM | AID 2006; in the data active = inhibition above about 50%, passing the limit was not always enough; also: strong numbers were not always called active
Target sequence (P63279 whole entry, looked up): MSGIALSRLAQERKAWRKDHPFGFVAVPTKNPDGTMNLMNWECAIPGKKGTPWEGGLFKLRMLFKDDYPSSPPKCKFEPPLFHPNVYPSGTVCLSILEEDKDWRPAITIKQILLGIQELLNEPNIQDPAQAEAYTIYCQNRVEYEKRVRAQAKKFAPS
p-CIP stab down: lowers stability of the mouse p/CIP coactivator protein | decrease of EGFP signal, % at 10 µM | actives 0.01% (n = 290,000) | AID 1984 | F442A p/CIP-EGFP cells, EGFP fluorescence, 16 h | Q05BA5;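 active = EGFP signal decrease of at least 30% at 10 µM or well 3 SD below plate mean, unless failing retest; inactive = the rest, including hits failing retest or dose response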; also: some compounds called inactive have numbers as strong as hits; many of its hits are not listed in these tables
IDE cell inh: inhibitors of human insulin-degrading enzyme in cells; P14735; HEK cells, FAbetaB cleavage, fluorescence polarization; inhibition, % at 5.59 µM; actives 0.41% (n = 320,000);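 active = percent inhibition above the average of all tested compounds plus 3 SD, set per screening campaign, cut at about 16% in these data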;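 also: IDE supplied by intact live HEK cells; FP after avidin binding of uncleaved biotin substrate so inhibition keeps polarization high; 0% = DMSO wells and 100% = 60 µM reference IDE inhibitor Ii1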
* = called active by the depositor; nt = no result given.

cpd	compound	VIM-2 inhibitor	HCV NS3 hel inh	CRFBP-R2 block	IDE cell activ	GalR3 antag	IMP-1 inhibitor	SUMO HTRF inh	p-CIP stab down	IDE cell inh
1	O=C(O)Cc1sc(-c2ccccc2)nc1-c1ccccc1	2.0	3	-16	2	-4	-1.0	-6	-2	-1
2	COc1cc(CNc2ncn[nH]2)ccc1OCc1cccc(C)c1	-3.9	5	-3	3	-5	-3.5	23	-4	3
3	CC12CCC(=O)N1C(C(=O)Nc1ccc(Br)cc1Cl)CS2 (stereo not drawn)	0.9	-10	-23	1	-1	0.5	7	-8	2
4	COc1ccc(-n2cnnc2SCC(=O)c2ccc(S(=O)(=O)N3CCOCC3)cc2)cc1	-3.6	0	1	4	-2	-2.5	-23	-8	0
5	CC(NC(=O)CCC(=O)N1CCCCCC1)c1ccccc1 (stereo not drawn)	3.1	-2	9	0	-2	0.6	9	-3	-1
6	COc1ccc(CCN2C(=O)CC(Cc3ccc(Br)cc3)C2=O)cc1OC (stereo not drawn)	-1.6	-28	4	2	-4	-4.1	-7	-3	4
7	O=C(NCc1ccccc1Cl)C1CCN(S(=O)(=O)N2CCCCC2)CC1	3.9	1	-1	8	-2	-1.2	-13	2	-2
8	O=C1C=C(N2CCN(C3=CC(=O)CCC3)CC2)CCC1	-2.7	5	-5	-2	-2	-1.8	13	-7	-1

The list goes on:
cpd	compound	VIM-2 inhibitor	HCV NS3 hel inh	CRFBP-R2 block	IDE cell activ	GalR3 antag	IMP-1 inhibitor	SUMO HTRF inh	p-CIP stab down	IDE cell inh
9	O=c1[nH]cnc2c1C(c1ccccc1)c1c(nc[nH]c1=O)O2	-2.2	6	-9	0	-8	-4.6	13	-4	nt
10	CCOC(=O)C1CCN(c2ccc(-c3cccs3)nn2)CC1	-1.7	-2	7	3	-2	-1.8	8	4	2
11	COc1cccc(C(=O)O/N=C(\N)c2ccc([N+](=O)[O-])cc2)c1	1.2	4	9	1	-2	-0.2	-14	0	5
12	Cc1coc2c(C)c3oc(=O)c(CCC(=O)N4CCC(C(=O)NCCCC(=O)O)(c5ccccc5)CC4)c(C)c3cc12	-0.7	-4	8	0	-8	-1.5	32	-6	1
13	Cc1cccc(C)c1N=C1SC(CC(=O)Nc2c(C)cccc2C)C(=O)N1CCc1ccccn1 (stereo not drawn)	-8.2	2	-20	5	-4	-2.5	-2	-4	3
14	O=c1[nH]cnc2c1nc(SCc1ccccc1)n2C1OC(CO)C(O)C1O (stereo not drawn)	-2.4	-8	7	0	1	0.1	-13	-12	4
15	O=C1NC(=O)/C(=C/c2ccc(-c3cccc([N+](=O)[O-])c3)o2)S1	0.5	12	5	3	-10	0.6	29	-6	nt
16	Nc1nc(Cl)cc(Oc2ccc(Cl)cc2)n1	-0.6	2	10	6	-2	-4.4	-12	-2	0

Later entries.
cpd	compound	VIM-2 inhibitor	HCV NS3 hel inh	CRFBP-R2 block	IDE cell activ	GalR3 antag	IMP-1 inhibitor	SUMO HTRF inh	p-CIP stab down	IDE cell inh
17	CC1Sc2n(c3ccccc3[n+]2C)N=C1c1ccccc1 (stereo not drawn)	2.6	-6	-12	2	-2	1.6	-1	0	-2
18	Cc1c(C(=O)N2CCCC2)c(S(=O)(=O)N2CCN(c3ccccc3F)CC2)c(C)n1C	-4.9	-1	9	2	5	-2.0	-14	11	-1
19	O=C1C(Cl)=C(N2CCC(C(=O)O)CC2)C(=O)c2ccccc21	1.1	6	31	0	nt	-0.6	nt	0	3
20	COc1ccccc1N(CC(=O)N(CC(C)C)CC(C)C)S(=O)(=O)c1cccs1	-0.6	-16	17	3	-8	-2.0	8	-2	-8
21	Cc1ccccc1N(C(=O)c1cccs1)c1nc2ccccc2s1	1.0	-3	26	3	-3	-1.5	-2	1	-4
22	Cc1ccccc1N1CC(C(=O)NC2CCCC2)CC1=O (stereo not drawn)	0.8	15	-2	1	-4	1.4	5	-18	-1
23	Cc1cc(C)cc(C(=O)NCC(=O)OC(C)C(=O)N(C)c2ccccc2)c1 (stereo not drawn)	-2.4	16	0	-3	-7	-0.7	17	1	0
24	CCOC(=O)Cn1c(=O)oc2cc(S(=O)(=O)Nc3cc(OCC)ccc3OCC)ccc21	-1.3	-12	25	4	-8	-2.4	10	3	7

Additional compounds.
cpd	compound	VIM-2 inhibitor	HCV NS3 hel inh	CRFBP-R2 block	IDE cell activ	GalR3 antag	IMP-1 inhibitor	SUMO HTRF inh	p-CIP stab down	IDE cell inh
25	Cc1c2cnn(-c3ccccc3)c(=O)c2c(C)n1CCCC(=O)NCCN1CCN(C)CC1	-2.5	-22	-7	2	1	-3.5	10	-12	-2
26	COc1cccc(NC(=S)N(CCc2nc3cc(C)c(C)cc3[nH]2)Cc2cccnc2)c1	-3.6	-7	-23	-5	-4	-2.5	-2	8	0
27	CCN(CC)S(=O)(=O)c1cc(NC(=O)COC(=O)Cn2cnc3ccccc32)ccc1C	-5.8	-6	-8	-6	-4	-1.6	2	-7	-3
28	CCS(=O)(=O)n1nc(C(=O)N2CCOCC2)nc1N	2.4	-3	13	0	3	-1.9	10	-4	-3
29	COc1ccc(-c2ccc(C(=O)O)o2)c([N+](=O)[O-])c1	-1.3	8	-4	0	-1	-0.5	18	-17	0
30	CN(c1ccc(C(=O)Nc2cccnc2)cc1)S(=O)(=O)c1ccc(Cl)cc1	-2.6	12	-12	0	4	-0.2	-4	-4	0
31	O=C(OCc1cnc(Cl)s1)c1cccc(Cl)c1	-1.1	6	9	2	1	0.3	24	-16	2
32	CCOC(=O)CNC(=O)CN1C(=O)CC(c2ccco2)Sc2ccccc21 (stereo not drawn)	-0.4	3	8	4	-4	-3.2	5	2	3

Three compounds from above, sorted by SMILES length, descending:
cpd	compound	VIM-2 inhibitor	HCV NS3 hel inh	CRFBP-R2 block	IDE cell activ	GalR3 antag	IMP-1 inhibitor	SUMO HTRF inh	p-CIP stab down	IDE cell inh
25	Cc1c2cnn(-c3ccccc3)c(=O)c2c(C)n1CCCC(=O)NCCN1CCN(C)CC1	-2.5	-22	-7	2	1	-3.5	10	-12	-2
15	O=C1NC(=O)/C(=C/c2ccc(-c3cccc([N+](=O)[O-])c3)o2)S1	0.5	12	5	3	-10	0.6	29	-6	nt
6	COc1ccc(CCN2C(=O)CC(Cc3ccc(Br)cc3)C2=O)cc1OC (stereo not drawn)	-1.6	-28	4	2	-4	-4.1	-7	-3	4

(further entries)
cpd	compound	VIM-2 inhibitor	HCV NS3 hel inh	CRFBP-R2 block	IDE cell activ	GalR3 antag	IMP-1 inhibitor	SUMO HTRF inh	p-CIP stab down	IDE cell inh
33	CCCCOc1cccc(C(=O)NC(=S)Nc2ccc(Cl)c(C(=O)O)c2)c1	-5.3	13	34	1	-5	-3.7	18	-3	2
34	CC(=O)c1ccc(NC(=O)CN2CCC(C(=O)c3ccc(F)cc3)CC2)cc1	-2.5	-13	18	6	-2	-1.7	8	4	3
35	O=C/C(=C\Nc1ccc(C(=O)N2CCOCC2)cc1)c1nc2ccccc2o1	-3.3	-2	4	3	2	-3.7	6	-5	3
36	CCOc1ccc(-c2csc(C3COc4ccccc4O3)n2)cc1 (stereo not drawn)	-11	3	-14	-1	-4	-1.3	nt	nt	4
37	CCOC(=O)Cc1csc(NC(=S)NC(=O)c2ccc([N+](=O)[O-])cc2)n1	-0.2	3	57*	4	1	-4.5	15	-12	9
38	N#Cc1ccccc1NC(=O)CN(Cc1ccccc1)Cc1ccccc1	-3.7	-10	-3	5	-10	-4.4	-18	-7	3
39	S=C(NC1CCCC1)NN1CCOCC1	-2.1	6	-3	2	-2	-1.4	11	-9	-3
40	Cc1nc(-c2cccc(NC(=O)c3ccc(-n4nccc4C)cc3)c2)cs1	nt	nt	-15	-8	-6	nt	nt	nt	7

(next part)
cpd	compound	VIM-2 inhibitor	HCV NS3 hel inh	CRFBP-R2 block	IDE cell activ	GalR3 antag	IMP-1 inhibitor	SUMO HTRF inh	p-CIP stab down	IDE cell inh
41	O=C(O)c1cc(-c2ccccc2)nc(-c2ccccc2)c1	nt	nt	54*	2	-6	nt	nt	nt	3
42	COc1ccc(-c2nn(-c3ccccc3)cc2C(=O)NCC(c2cccs2)N2CCOCC2)cc1 (stereo not drawn)	nt	nt	8	1	-2	nt	nt	nt	-1
43	CC(=O)OCC1(C)CN(c2ccccc2)N(C(C)=O)C1=O (stereo not drawn)	-1.1	5	-5	1	-5	-2.5	2	-6	7
44	Cc1ccc(C(=O)c2coc3ccc(OCC(=O)O)cc23)cc1	-4.8	17	30	0	1	-4.5	7	-6	6
45	c1ccc(CCC2Cc3ccccc3N2)cc1 (stereo not drawn)	nt	nt	9	5	-4	nt	nt	nt	-2
46	O=C(CN1C(=O)NC2(CCCCCCC2)C1=O)NCc1cccs1	3.0	7	37	0	4	-0.3	-9	-2	5
47	C=CCc1ccc(OCCOc2cccc3ccc(C)nc23)c(OC)c1	-1.9	-12	-54	-2	-7	-4.7	-16	-21	0
48	Cc1nnc(NC(=O)CN2C(=O)NC3(CCCC3)C2=O)s1	nt	nt	3	2	8	nt	nt	nt	5

The list goes on:
cpd	compound	VIM-2 inhibitor	HCV NS3 hel inh	CRFBP-R2 block	IDE cell activ	GalR3 antag	IMP-1 inhibitor	SUMO HTRF inh	p-CIP stab down	IDE cell inh
49	CCC/C(=N/NC(=O)c1csc(C)c1C)c1ccc(Cl)s1	-0.3	-5	-5	3	-6	-1.1	24	-5	5
50	CN1CCN(C(=O)c2ccc3nc(-c4ccccc4)c(-c4ccccc4)nc3c2)CC1	2.0	-30	1	6	5	-1.6	1	6	7
51	CN(Cc1c(F)cccc1Cl)C(=O)CNC(=O)c1cccs1	-2.1	-8	-4	3	-1	-5.0	6	2	9
52	O=C(CSc1nc2ccccc2n1CC(=O)NCc1ccccc1)NCc1ccco1	-2.5	-9	-12	4	-5	-4.5	18	-4	1
53	Oc1c(N=NC(=S)Nc2ccccc2F)c2ccccc2n1Cc1ccc(F)cc1	-1.6	1	-1	-2	12	-1.1	-11	7	-1
54	O=C(Nc1ccc(OC(F)(F)F)cc1)c1ccc2nccnc2c1	-1.3	-1	5	0	-5	-0.7	17	-27	-2
55	CC(=O)Nc1ccc2oc(-c3ccccc3)nc2c1	1.9	-5	-19	0	-7	-1.4	34	4	8
56	N#Cc1ccc(OCC(=O)Nc2ccccc2NS(=O)(=O)c2cccs2)cc1	0.4	3	1	-1	2	-4.1	-17	4	2
57	CC(=O)N/C(=N/c1nc(C)cc(C)n1)Nc1ccc(C)cc1C	5.2	13	-3	1	-4	-1.9	0	-5	0
58	O=C(Nc1cccc(F)c1)c1cccc2c1C(=O)N(C1CCCCC1)C2	3.2	-9	-16	4	1	0.7	-11	3	1
59	O=C1SC(SCc2ccccc2Cl)=N/C1=C\c1ccc(C(=O)O)cc1	-2.0	6	-2	2	-10	-0.3	-5	9	4
